MITF inh – MITF inhibitors, primary screen, biochemical, AlphaScreen, human. 0.91% of 650,000 active. AlphaScreen MITF homodimerization, bead proximity signal. AID 1259374, 2018. inhibition, % at 2.6 µM; in the data active means inhibition above about 50%;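 further: 0% = vehicle wells with protein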
Target sequence (O75030 whole entry, looked up): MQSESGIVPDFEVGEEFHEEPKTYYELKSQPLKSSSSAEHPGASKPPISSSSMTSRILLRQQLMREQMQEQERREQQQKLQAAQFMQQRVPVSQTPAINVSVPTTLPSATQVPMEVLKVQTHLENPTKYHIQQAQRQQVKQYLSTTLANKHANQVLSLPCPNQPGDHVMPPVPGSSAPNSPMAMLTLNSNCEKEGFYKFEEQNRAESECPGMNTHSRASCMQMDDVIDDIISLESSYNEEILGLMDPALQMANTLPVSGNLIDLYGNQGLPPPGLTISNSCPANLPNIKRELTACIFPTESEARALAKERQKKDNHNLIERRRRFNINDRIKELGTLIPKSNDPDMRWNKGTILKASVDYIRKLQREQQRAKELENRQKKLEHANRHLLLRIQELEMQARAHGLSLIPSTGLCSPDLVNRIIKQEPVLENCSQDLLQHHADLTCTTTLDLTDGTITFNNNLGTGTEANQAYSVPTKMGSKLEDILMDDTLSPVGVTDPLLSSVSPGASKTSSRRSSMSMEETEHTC
TEAD-YAP inh – TEAD-YAP interaction inhibition, primary screen, TEAD-YAP interaction inhibitor project, luminescence, HEK-TIYL cells; TEAD-Gal4/YAP UAS-luciferase luminescence; inhibition, % at 9.12 µM; 1.4% of 640,000 active; AID 1259422, 2018; in the data active means inhibition above about 32%;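 further: 0% = median of test compound wells and 100% = reference inhibitor wells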
GPR151 activ – activators of human GPR151, primary screen, cell-based, PathHunter beta-arrestin, luminescence | G-protein coupled receptor 151 (Homo sapiens), Q8TDV0 | PathHunter beta-arrestin GPR151 cells | activation, % at 11.2 µM | 1% of 650,000 active; in the data active means activation above about 4.9%;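 further: 0% = median of compound wells and 100% = cells with positive control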
Target sequence (Q8TDV0 whole entry, looked up): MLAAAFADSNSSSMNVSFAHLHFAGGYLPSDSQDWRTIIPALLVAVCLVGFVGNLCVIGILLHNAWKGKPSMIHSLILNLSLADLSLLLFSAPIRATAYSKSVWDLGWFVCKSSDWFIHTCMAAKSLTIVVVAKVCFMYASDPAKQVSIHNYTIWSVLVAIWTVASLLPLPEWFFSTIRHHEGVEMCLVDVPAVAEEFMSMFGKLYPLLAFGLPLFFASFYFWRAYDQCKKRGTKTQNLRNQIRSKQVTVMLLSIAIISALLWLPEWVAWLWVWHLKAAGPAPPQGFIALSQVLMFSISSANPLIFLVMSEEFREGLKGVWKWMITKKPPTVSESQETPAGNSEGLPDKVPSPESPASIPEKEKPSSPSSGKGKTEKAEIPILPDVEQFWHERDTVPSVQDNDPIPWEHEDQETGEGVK
FBW7 act – FBW7 E3 ligase activators, primary screen, biochemical, AlphaScreen, human; AlphaScreen FBW7–phospho-cyclin E peptide binding, activator screen; F-box/WD repeat-containing protein 7 (Homo sapiens), Q969H0; 0.13% of 650,000 active; normalized activity (activation), % at 26.1 µM; in the data active means normalized activity above about 1.9%;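 further: purified mutant Fbw7 with reduced substrate affinity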
The depositor's hits bear a star.

SMILES	MITF inh	TEAD-YAP inh	GPR151 activ	FBW7 act
Cc1nnsc1C(=O)N1CCC[C@@H]2CN(Cc3ccc(F)cc3)CC[C@H]21	8	-8	0.8	-0.1
Cc1cc(C(=O)Nc2c(C)nn(Cc3ccccc3Cl)c2C)no1	1	6	0.2	0.1
COc1ccc(C2=NN(c3cccc(Cl)c3)C(c3ccc(Cl)cc3)C2)cc1 (stereo unspecified)	5	12	-1.1	0.2
CCSCCOC(=O)C1=C(C)NC2=C(C(=O)CC(c3cccs3)C2)C1c1cccc([N+](=O)[O-])c1 (stereo unspecified)	46	15	-0.2	0.3
CCOc1ccc(S(=O)(=O)Oc2ccc(OC)cc2)cc1	-10	6	-0.3	0.1
CC1CCCCN1CC(O)COc1c(F)cc(Br)cc1F (stereo unspecified)	16	3	-0.4	-0.2
O=C(N/N=C\c1ccccc1OCc1ccc(Cl)cc1)c1cccnc1	14	-34	1.4	0.1
COCCNC(=O)CN(Cc1ccc(F)cc1)C(=O)CCC(=O)Nc1nccs1	-11	2	-0.1	0.0
CCN1C(=O)/C(=C2\C(=O)N(CC(=O)Nc3cccc(C)c3)c3ccccc32)SC1=S	8	13	0.5	0.1
COc1ccc(C)cc1NC(=O)C/C(C)=N/NC(=O)c1ccc(Br)cc1	-3	-19	-0.1	0.1
CNc1ccccc1C(=O)OCC(=O)c1ccc(C)cc1	-13	-47	-2.8	0.7
O=C(/C=C/c1ccc(Cl)cc1)N1CCCC1	0	-21	0.8	0.1
CC(=O)Nc1ccc(NS(C)(=O)=O)cc1	-2	-5	-0.2	0.5
Cc1cc(NC2OC(C)C(O)C(O)C2O)c([N+](=O)[O-])cc1C (stereo unspecified)	1	-4	0.7	-0.1
O=C(Nc1ccc(O)c(-c2nc3ccccc3s2)c1)c1cc(=O)c2ccccc2o1	7	-3	1.0	0.0
COc1ccc(C(=O)N2CCCc3cc(C)ccc32)nn1	4	-3	-0.3	-0.6
COc1cc(C2NC(=S)NC(C)=C2C(=O)OC(C)C)ccc1O (stereo unspecified)	14	-2	-1.0	0.6
CCC(=O)NC(Nc1sc(C)c(CC)c1C#N)(C(F)(F)F)C(F)(F)F	12	9	0.6	0.3
CCC12CN3CC(CC)(CN(C1)C3c1cccs1)C2=O (stereo unspecified)	6	-13	1.5	0.3
CCc1ccc(OCC(=O)Nc2ccccc2NC(C)=O)c(Br)c1	2	-3	0.7	-0.1
CN1C(=O)CCC12CCN(Cc1c(F)cccc1F)CC2	-2	-12	1.8	-0.1
CCCNC(=O)COc1ccc(C)cc1C	-4	-43	-1.3	-0.1
COc1cc(CN2CCN(Cc3ccccc3)CC2)cc2c1OCO2	78*	-1	-0.5	0.1
Cc1cc(C)nc(SCC(=O)Nc2nc(-c3c(C)[nH]c4ccccc34)cs2)n1	12	-5	2.5	0.4
Cc1cc(C)cc(N(CC(=O)Nc2ccccc2C)S(=O)(=O)c2c(C)noc2C)c1	1	-8	-0.4	0.2
Cc1nc([N+](=O)[O-])cn1CC(=O)NCCO	-3	8	-0.4	0.0
O=c1c2c3c(sc2ncn1Cc1cccc(Br)c1)CCC3	6	-9	1.3	-0.1
CC(=O)Nc1nnc(SCc2cc(=O)c(OC(=O)c3ccccc3Cl)co2)s1	8	3	-1.3	-0.1
Cc1ccccc1Cn1c(=O)c2c(nc3n2CCCN3c2ccc(F)cc2)n(C)c1=O	0	2	9.7*	-0.3
Cc1cc(Br)ccc1NC(=O)C1CCCO1 (stereo unspecified)	-2	-2	0.4	0.1

Next part, overlapping the part above by three compounds.
SMILES	MITF inh	TEAD-YAP inh	GPR151 activ	FBW7 act
CC(=O)Nc1nnc(SCc2cc(=O)c(OC(=O)c3ccccc3Cl)co2)s1	8	3	-1.3	-0.1
Cc1ccccc1Cn1c(=O)c2c(nc3n2CCCN3c2ccc(F)cc2)n(C)c1=O	0	2	9.7*	-0.3
Cc1cc(Br)ccc1NC(=O)C1CCCO1 (stereo unspecified)	-2	-2	0.4	0.1
COc1ccc(C(=O)NC(=S)NC(C)(C)C)cc1Br	9	-29	4.3	-0.4
N#Cc1cc2c(nc1SCC(=O)Nc1ccc(S(=O)(=O)Nc3nccs3)cc1)CCCCC2	-7	3	2.3	0.0
O=C(O)c1cccc(NC(=S)N/N=C/c2ccccc2F)c1	6	-21	1.7	0.0
Cc1ccc2[nH]c(=O)c(CN(CC3COCCO3)S(=O)(=O)c3ccc(F)cc3)cc2c1 (stereo unspecified)	11	-12	5.3*	0.5
Cc1ccccc1NC(=O)CN1C(=O)NC(C)(c2ccc(Cl)cc2)C1=O (stereo unspecified)	7	0	0.1	0.1
O=C(COc1ccccc1Cl)Nc1nc2ccccc2s1	-9	-19	-4.0	-0.1
CCN(C(=O)c1c(-c2ccccc2)noc1C)c1ccccc1	7	-1	-1.7	-0.1
Cc1c(C(=O)NCCN2CCOCC2)oc2ccc3c(c12)C(=O)CC1(CCCCC1)O3	-10	3	-1.1	0.1
Cc1onc(-c2ccccc2Cl)c1C(=O)Nc1cc(F)c(F)c(F)c1	6	2	0.8	0.0
COC(=O)c1sccc1NC(=O)C(c1ccccc1)c1ccccc1	6	-4	-1.6	0.1
CC(C)C(C(=O)N1CCCCCC1)N1C(=O)c2ccccc2C1=O (stereo unspecified)	-1	4	-1.2	0.2
CC(C)n1cnc2c(NCc3cccc(C(F)(F)F)c3)nc(Nc3cccnc3)nc21	-2	3	0.8	0.1
Cc1ccc2nc(-c3ccc(NC(=O)/C=C/c4cccc([N+](=O)[O-])c4)cc3)sc2c1	-3	-1	0.0	-0.1
Cc1ccc([N+](=O)[O-])cc1S(=O)(=O)Nc1cccc(-c2cn3cccnc3n2)c1	3	-6	6.1*	-0.1
c1cc(CNc2nccn3c(-c4ccsc4)cnc23)ccn1	21	-3	1.1	-0.8
CCOC(=O)C(O)(c1c(C)[nH]c2ccccc12)C(F)(F)F (stereo unspecified)	7	3	0.9	0.0
COc1ccc(-c2nnc(SCC(=O)Nc3ccccc3Cl)nc2-c2ccc(OC)c(OC)c2)cc1OC	-2	9	0.1	-0.1
Cc1sc(NC(=O)CN(C(=O)c2ccco2)C2CCCCC2)c(C(N)=O)c1C	15	-3	-0.4	0.1
CC1CCCC/C1=N\Nc1ccc(S(N)(=O)=O)cc1[N+](=O)[O-] (stereo unspecified)	8	-2	0.0	0.7
Cc1ccc(Nc2cc(C)c3ccccc3n2)cc1	22	-53	0.9	0.3
Cc1ccc(-c2cc(C(F)(F)F)n3ncc(C(=O)Nc4cccc(CCC#N)c4)c3n2)cc1	2	-8	-1.5	0.0
O=C(Nn1c(C2CCC2)nc2ccccc2c1=O)c1ccccc1F	16	7	-1.3	1.2
CC(=O)N1CCOc2cc(S(=O)(=O)N3CCCc4ccccc43)ccc21	4	7	0.9	-0.1
COc1ccc(-c2nc3ccccc3c(C(=O)N3CCOCC3)c2C)cc1	-14	-3	-0.6	-0.1
N#CCCC1CCCC/C1=N\NC(=O)CSCc1ccccc1Cl (stereo unspecified)	-4	3	-0.1	0.0
NC(=O)c1nc(-c2cccc(F)c2)nc2c1[nH]c(=O)n2-c1ccc(Cl)cc1	-8	-5	0.3	0.1
O=C(c1cc(-c2ccccc2O)on1)N1CCc2ccccc2C1	1	-5	-1.1	0.4
CC(Oc1ccccc1)C(=O)Nc1ccc(-c2nc3ccc(C(=O)c4ccccc4)cc3[nH]2)cc1 (stereo unspecified)	-5	-24	1.1	0.0
N=C1c2ccccc2CN1NC(=O)C(Cc1c[nH]c2ccccc12)NC(=O)c1ccccc1 (stereo unspecified)	1	7	2.0	-0.1
C=CCSC1=C(C#N)C2(CCCCC2)C(C#N)C(=O)N1 (stereo unspecified)	12	-3	-0.1	0.0
CC(=O)c1cc(F)c(N2CCCC2)cc1C	2	-3	0.3	0.0
CC1C(c2ccc(Cl)cc2)=[N+]([O-])C(C)(c2ccccc2)N1O (stereo unspecified)	1	-15	1.3	0.0
O=C(CSCc1cccc(Br)c1)NCc1ccccc1	11	0	-0.2	0.1
CCc1ccccc1NC(=O)c1ccc(F)c(S(=O)(=O)NC(C)CC)c1 (stereo unspecified)	19	-4	-2.2	0.6
Fc1cc(-c2ccnc(Nc3ccc(-n4cnc(-c5ccc(C(F)(F)F)cn5)n4)cc3)n2)cc(N2CCOCC2)c1	-10	-5	0.9	-0.1
COc1ccc(C2C(C#N)=C(N)N(c3ccc(OC)cc3)C3=C2C(=O)CCC3)cc1 (stereo unspecified)	11	1	-0.5	-0.1
CCOc1ccc2[nH]c(=O)c(CN(C(=O)c3cnccn3)C3CCCC3)cc2c1	1	6	-0.6	0.5
CCCN(C(=O)C1CCCCC1)c1nnc(-c2cccnc2)s1	3	-9	0.2	0.1
CCC1(C2CCN(C(=O)c3ccco3)CC2)NC(=O)N(Cc2ccc3c(c2)OCO3)C1=O (stereo unspecified)	4	-8	-1.1	0.0
COc1ccc(CCNc2ccnc(NCc3ccc4c(c3)OCO4)n2)cc1	-5	3	-1.7	-0.1
COc1ccccc1CC(=O)Nc1cnn(CC(=O)NCc2ccsc2)c1	7	3	0.3	0.1
O=C1N[C@@H](Cc2ccccc2)C(=O)N2CCN(CCc3ccccc3)C[C@H]12	9	12	0.3	0.9
CCOC(=O)N1CCN(C(=O)C(=O)c2c(C)[nH]c3ccccc23)CC1	-13	6	-0.5	-0.1
CC1Cc2ccccc2N1C(=O)c1ccc(N2CCCCC2)c([N+](=O)[O-])c1 (stereo unspecified)	13	-8	-0.8	-0.1
CC(Oc1ccc(Cl)cc1Cl)C(=O)Nc1ccc([N+](=O)[O-])cc1Cl (stereo unspecified)	-5	8	-1.0	0.0
CSc1ccc(-c2cc(=O)c3ccccc3o2)cc1	5	-61	-0.7	-0.7
Cn1c(SCC(=O)NCc2cccnc2)nnc1-c1ccc(O)cc1	-6	0	-0.4	-0.1
O=C(CN1C(=O)C(c2ccccc2)=NC12CCCCC2)Nc1ccc(F)c(F)c1	-7	2	0.2	-0.3
CCOC(=O)CN=C1NC(=S)N(c2ccc(Br)cc2)C12CCCCC2	-15	0	0.8	-0.1
COc1ccc(NC(=O)Cn2c(-c3ccccn3)nc3ccccc32)c(OC)c1	-7	-3	3.2	-0.1
Clc1cc(Cl)c2c(c1)C=C1CCCCC1(N1CCOCC1)O2 (stereo unspecified)	14	-4	0.2	0.3
CCOC(=O)C1=C(C)NC(=O)NC1c1cc(Cl)cc(Cl)c1O (stereo unspecified)	10	18	-0.4	0.8
CNC(=O)C(C)NC(=O)C1O[C@@H]2OC(C)(C)O[C@@H]2[C@H]2OC(C)(C)O[C@@H]12 (stereo partly specified)	-1	-2	2.3	0.0
COc1ccc(-c2cn3ccsc3n2)cc1	14	-5	-4.1	0.4
CC(=O)c1sc(Nc2c(Cl)cccc2Cl)nc1C	-5	0	-0.8	0.0
CCOC(=O)C1=C(C)NC2=C(C(=O)CC(c3ccc(Cl)cc3)C2)C1c1ccc(C)cc1 (stereo unspecified)	-6	4	1.3	0.0
C=CCNC(=O)/C(=C\c1ccco1)NC(=O)c1ccc(Br)cc1	-2	-6	3.5	0.2
O=c1[nH]c(-c2cc(Br)ccc2O)nc2sc3c(c12)CCCC3	4	2	0.1	-0.1
O=C(CN1c2cccc3cccc(c23)S1(=O)=O)NCc1ccc(Cl)cc1	-7	-8	2.5	-0.1
O=C(Nc1ccccc1)c1oc2ccccc2c1NC(=O)C1CCCC1	6	11	3.3	0.0
Following part:
SMILES	MITF inh	TEAD-YAP inh	GPR151 activ	FBW7 act
CCOCCCNC(=O)C(C)NS(=O)(=O)c1ccc(C)cc1 (stereo unspecified)	21	-2	-2.3	0.0
Cc1ccc(S(=O)(=O)c2nc(-c3ccco3)oc2N(C)C)cc1	-7	11	-0.7	-0.1
Cc1ccc(/C=C(\C#N)C(=O)N2CCCC2)s1	2	-18	-1.0	-0.1
CCOC(=O)c1cnc2c(C)cccc2c1Nc1ccccc1OCC	-10	11	-0.6	-0.2
CCOc1ccc(-n2c(SCC(=O)Nc3nccs3)nc3c(c2=O)SCC3)cc1	5	-2	-1.4	-0.2

4 compounds out of the list, ordered by heavy-atom count, lowest first.
SMILES	MITF inh	TEAD-YAP inh	GPR151 activ	FBW7 act
CCOCCCNC(=O)C(C)NS(=O)(=O)c1ccc(C)cc1 (stereo unspecified)	21	-2	-2.3	0.0
Cc1ccc(S(=O)(=O)c2nc(-c3ccco3)oc2N(C)C)cc1	-7	11	-0.7	-0.1
O=C(CN1c2cccc3cccc(c23)S1(=O)=O)NCc1ccc(Cl)cc1	-7	-8	2.5	-0.1
CCOc1ccc(-n2c(SCC(=O)Nc3nccs3)nc3c(c2=O)SCC3)cc1	5	-2	-1.4	-0.2

In another format: 4 of the compounds above.
COCCNC(=O)CN(Cc1ccc(F)cc1)C(=O)CCC(=O)Nc1nccs1
  MITF inh = -11 | TEAD-YAP inh = 2 | GPR151 activ = -0.1 | FBW7 act = 0.0
CCN1C(=O)/C(=C2\C(=O)N(CC(=O)Nc3cccc(C)c3)c3ccccc32)SC1=S
  MITF inh = 8 | TEAD-YAP inh = 13 | GPR151 activ = 0.5 | FBW7 act = 0.1
COc1ccc(C)cc1NC(=O)C/C(C)=N/NC(=O)c1ccc(Br)cc1
  MITF inh = -3 | TEAD-YAP inh = -19 | GPR151 activ = -0.1 | FBW7 act = 0.1
CNc1ccccc1C(=O)OCC(=O)c1ccc(C)cc1
  MITF inh = -13 | TEAD-YAP inh = -47 | GPR151 activ = -2.8 | FBW7 act = 0.7

Compound activity from PubChem BioAssay.
